From PubChem BioAssay
Pf Dd2 growth: inhibitors of Plasmodium falciparum Dd2 growth. P. falciparum Dd2 growth, SYBR Green, 72 h. Potency, µM (doses to about 28.9 µM), inactives show at the top dose activity, negative = inhibition, most hits filed as inhibitors. actives 4.3% (n = 120,000). AID 1347417; active means well fitted inhibition curve with a large enough effect; inconclusive means small, poorly fitted or top-dose-only effect; inactive means no such curve, though single readings can be large or run the other way;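 further: plate controls were DMSO vehicle for no effect and reference drug for full effect; nearly all actives have a fitted effect of over 65% in size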
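Infected erythrocytes (Dd2, 0.3% parasitemia, 2.5% hematocrit final) are added to compound in RPMI-1640/Albumax II medium, grown 72 h at 37C in low oxygen, then lysed with saponin/Triton-X containing SYBR Green and read by fluorescence.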
* hit, by the source's call; i = inactive; ? = inconclusive; [ ] = another dose, or the depositor's remark. Potency means the concentration at half of the fitted maximal effect. An excerpt (hit frequency here may not be typical).

SMILES	Pf Dd2 growth
Cc1ccc(CN2CCC(Cc3nc(-c4cccnc4)n[nH]3)C2)cc1C (stereo not drawn)	i
CCN1CCN(C(c2ccccc2F)c2c(O)cc(C)n(CCOC)c2=O)CC1 (stereo not drawn)	i
CCCC1c2nccn2CCCN1C(=O)c1ccc(OC)nc1 (stereo not drawn)	11.3%
Cc1cccc(-c2ncc(CN(CCC(N)=O)Cc3ccccc3)cn2)c1	-8.9%
C#CCNC[C@@H]1C=C(C)[C@H](Cc2nnc(Cc3c[nH]c4ccccc34)o2)C[C@H]1C(C)C	?
Cc1ccc(-n2nc(C)c3c(C(=O)NCCc4ccccc4)cc(C)nc32)cc1	-12.0%
CCn1nccc1C(=O)N1CCC2(CC1)C(OC)C(=O)N2CC1CC1 (stereo not drawn)	-2.7%
CCC(C(=O)N1CCc2nc(NC)nc(C(=O)N3CCCC3)c2C1)n1cccn1 (stereo not drawn)	1.0%
O=C(CCC(F)(F)F)N1CCCC(CCc2c(F)cccc2F)C1 (stereo not drawn)	-15.0%
COc1cccc(CNC(=O)c2cc(-c3ccc(Cl)s3)nc3ccccc23)c1	-1.9%
O=C(NCc1cccc(Cl)c1)c1noc(-c2ccc3c(c2)OCO3)n1	16.2%
COc1ccc(-c2cc3ccc(O)c(CN4CCC(C)CC4)c3oc2=O)cc1	2.24µM*
O=C1NC2(CCN(C(=O)c3ccc(C(F)(F)F)cc3)CC2)COc2ccccc21	1.12µM*
COc1ccc2cc(-c3nc(-c4ccc(N(C)C)cc4)no3)c(=O)oc2c1	24.5%
O=C1NCCOCCN(S(=O)(=O)c2cccnc2)[C@H]2CCC[C@@H]12	i

Entries from the list above that contain a Cl atom:
SMILES	Pf Dd2 growth
COc1cccc(CNC(=O)c2cc(-c3ccc(Cl)s3)nc3ccccc23)c1	-1.9%
O=C(NCc1cccc(Cl)c1)c1noc(-c2ccc3c(c2)OCO3)n1	16.2%

Other results
SMILES	Pf Dd2 growth
c1cc(-c2cc(-c3ccc4cn[nH]c4c3)cn3cncc23)ccn1	-1.5%[44.1 µM]
COc1cccc(CNC(=O)c2cc(C)nc3c2c(C)nn3-c2cccc(F)c2)c1	33.0%[activator]
COc1cc(CNC(C)C)ccc1OCC(O)CN1CCSCC1 (stereo not drawn)	-17.3%
COCc1nc(C2CC(NC(=O)c3cc(-c4ccsc4)n[nH]3)C2)cc(=O)[nH]1 (stereo not drawn)	?
O=C(NC1CCN(C(=O)N2CC3CC(C2)[C@H]2CCCC(=O)N2C3)CC1)c1ccoc1 (stereo partly drawn)	i
O=C(Nc1ccc2c(c1)CCCN2C(=O)c1cccs1)c1ccccc1Cl	2.6%
CCNC(=O)N1C[C@@H](Oc2cccnc2)C[C@H]1C(=O)N1CCCC1	-15.0%
Cn1nnnc1SCCNCc1ccccc1OCc1ccccc1F	?
CCCN1CCN(C(=O)Cn2c(-c3cccs3)cc3cc(F)ccc32)CC1	-18.1%
CCOCCC(=O)N1CCCC(c2cc(N3CCOCC3)nc(C)n2)C1 (stereo not drawn)	-16.6%
CCc1ccc(C2C(C(=O)Nc3ccccc3)=C(C)Nc3nc(SCC(=O)c4ccc(C)cc4)nn32)cc1 (stereo not drawn)	20.6%
O=C(Nc1cccc(F)c1)c1ccc2snnc2c1	21.0%
Cn1cc(-c2ccc(Cl)cc2)cc1C(=O)O	9.9%
CCOc1ccc(N2CC(c3nc4ccccc4n3CCOc3ccccc3)CC2=O)cc1 (stereo not drawn)	?
CCc1nc2ccc(C(=O)NCc3ccc(OC)c(OC)c3)cc2nc1CC	i
O=c1oc2ccccc2cc1-c1nnc(Nc2ccc(Cl)cc2Cl)s1	21.7%
CCN1CCN(C(=O)C2N(c3ccc(OC)cc3)C(=O)C23CCCCC3)CC1 (stereo not drawn)	-19.1%
CNC(=O)[C@@H]1C[C@@H](n2cc(CN(C)C(=O)Nc3ccccc3)nn2)CN1	1.3%
O=C(Cc1c(F)cccc1Cl)N1C[C@@H](CO)[C@H](c2ccccn2)C1	5.3%
O=C(NCc1ccc(Cl)cc1)c1cc(-c2ccc(F)cc2)on1	27.5%
Cc1ccc(NC(=O)C2CN(S(=O)(=O)C3CC3)CC23CCCCC3)c(F)c1 (stereo not drawn)	?
COc1ccc(C)cc1NC(=O)Cn1nc2c(cc1=O)CCCCC2	-2.1%
O=C(Nc1ccc(O)cc1)c1cccc(S(=O)(=O)N2CCOCC2)c1	2.1%
Clc1ccccc1CNc1nc2ccccc2c2nc(-c3cccnc3)nn12	50.1%[activator]
O=C(C1CCC1)N1CCC(N2C(=O)C(O)C23CCCCC3)CC1 (stereo not drawn)	7.6%
O=C(Nc1ncc(-c2ccccc2)c2c1OCC2)c1ccccc1	14.7%[44.1 µM]
Cc1noc(C)c1C(=O)N1CCC(c2nnc(CN(C)C)n2C)CC1	-8.9%
COC(=O)c1ccc2nc(C[C@@H]3C[C@@H](C(C)C)[C@H](CNC(=O)C(C)C)C=C3C)[nH]c2c1	?
CCN1CCN(CCCNC(=O)c2ccc3nc(Cc4ccc(OC)cc4)oc3c2)CC1	i
CC1CCC(NC(=O)c2ccc3c(c2)N(Cc2cccc(Cl)c2)C(=O)c2ccccc2S3(=O)=O)CC1 (stereo not drawn)	11.2µM*
COc1ccc(N2CC(C(=O)N3CCSCC3)CC2=O)cc1Cl (stereo not drawn)	-6.8%
COc1ccc(Nc2cnc3ccc(-c4ccccc4OC)nn23)cc1	?
CC1=NS(=O)(=O)N(Cc2ccccc2)C=C1C(=O)OCc1noc(C)n1	-11.2%
O=C(NCc1cccc(F)c1)c1nc2c(o1)CCN(Cc1cc(F)ccc1F)CC2	-10.2%[44.1 µM]
Cc1ccc2c(c1)N(CCCC(=O)N1CCc3c(nc4cc(-c5ccccc5)[nH]n4c3=O)C1)C(=O)CO2	3.1%[5.79 µM]
CCCC(=O)NC1CCN(c2cnn(C)c(=O)c2)CC1	0.7%
CN(Cc1ccc(F)cc1)c1ccc2ncc(Nc3ccnc(N4CCOCC4)c3)n2n1	3.98µM*
CCOc1ccc(CCNC(=O)Cn2ncc3c([nH]c4ccccc43)c2=O)cc1OCC	78.1%[activator]
O=C(Nc1ccccc1)O[C@@H]1CO[C@H]2[C@@H]1OC[C@@H]2NC(=O)C1CCC1	-6.8%[44.1 µM]
COc1ccccc1N1CCN(C(=O)c2c(OC)cc(=O)n3c2CCCC3)CC1	-24.7%
Cc1nn(-c2ccccc2)c2nc(C3CC3)cc(C(=O)Nc3cccc(F)c3)c12	10µM*
Cc1nn2c(c1-c1ccccc1OCc1ccccc1)N(Cc1cccc(O)c1)CCC2	2.24µM*
COc1ccc(-c2noc(-c3cccn3CC(=O)Nc3cc(Cl)c(OC)cc3OC)n2)cc1F	27.1%
Cc1ccc(O)c(NC(=O)COCc2cc(-c3ccco3)on2)c1	17.9%
CC(C)CCNC(=O)c1cnc2n1CCN(CCCc1ccccc1)CC2	?

6 consecutive records already listed, for reference:
SMILES	Pf Dd2 growth
COc1ccc(N2CC(C(=O)N3CCSCC3)CC2=O)cc1Cl (stereo not drawn)	-6.8%
COc1ccc(Nc2cnc3ccc(-c4ccccc4OC)nn23)cc1	?
CC1=NS(=O)(=O)N(Cc2ccccc2)C=C1C(=O)OCc1noc(C)n1	-11.2%
O=C(NCc1cccc(F)c1)c1nc2c(o1)CCN(Cc1cc(F)ccc1F)CC2	-10.2%[44.1 µM]
Cc1ccc2c(c1)N(CCCC(=O)N1CCc3c(nc4cc(-c5ccccc5)[nH]n4c3=O)C1)C(=O)CO2	3.1%[5.79 µM]
CCCC(=O)NC1CCN(c2cnn(C)c(=O)c2)CC1	0.7%

(list continues)
SMILES	Pf Dd2 growth
CCN(CCCNC(=O)c1cc2c(=O)n(CC)c3ccccc3c2s1)Cc1ccccc1	4.47µM*
O=c1cc(-c2ccccc2)c2ccc3c(c2o1)CN(Cc1ccccc1)CO3	1µM*
O=C(NC1CCCCC1)N1CCCC1c1nnc2n1CCNC2 (stereo not drawn)	56.8%[activator]
CN(C)c1nccnc1OC1CCN(C(=O)C2CCOCC2)C1 (stereo not drawn)	?
O=C1CC2(CCN(CC3CC3)CC2)Oc2ccccc2N1	-14.1%[44.1 µM]
O=C1CC(c2ccccc2)N(C(=O)C2CC2)CCCN(C(=O)c2ccsc2)CCN1 (stereo not drawn)	?
CSc1ccc(C(c2c(O)c3ccccc3oc2=O)c2c(C)n(C)n(-c3ccccc3)c2=O)cc1 (stereo not drawn)	i
Cc1ccccc1C(=O)N1CCC2(CC1)N=C(c1ccc(Br)cc1)NO2	i
O=C(NCCCN1CCCC1=O)c1ccccc1C1CCNC1 (stereo not drawn)	-2.9%
COc1ccc(N2CCN(C(=O)C3CCCN(C(=O)c4cc5sccc5n4C)C3)CC2)cc1 (stereo not drawn)	?
Cc1ccc(-c2nc(CNC(=O)CC3CNCCO3)[nH]c2-c2ccccn2)cc1 (stereo not drawn)	-22.5%
COCCOCC(=O)N1CC(Oc2ccccc2-c2nc(C3CC3)no2)C1	-10.5%
Cc1cc(NC(=O)CCS(=O)(=O)c2cc3c4c(c2)CCN4C(=O)CC3)ccc1Br	15.0%
CC1=C(C(=O)OC(C)C)C(c2ccc(C)cc2)N2C(CC(=O)N3CCCCC3)=CSC2=N1 (stereo not drawn)	?
CCOc1ccc(-c2nonc2NC(=O)c2oc3cc(C)c(C)cc3c2C)cc1OCC	15.0%
COc1ccc(CCNC(=O)CCSCc2ccccc2Cl)cc1OC	15.3%
COc1ccc(C2Cn3cnc(C(=O)N4CCC(C(=O)NC5CCC(C)CC5)CC4)c3CO2)cc1 (stereo not drawn)	-9.4%
O=C(CSc1oc(-c2ccco2)nc1S(=O)(=O)c1ccccc1)c1ccc(Cl)cc1	6.7%
O=C1CCN(C(=O)[C@@H]2CCCN2)CCCCCCN1	27.8%
NC(=O)[C@@H](Cc1ccccc1)NC(=O)[C@@]1(O)C[C@@H](O)[C@H](O)[C@@H](NS(=O)(=O)c2cccc(C(F)(F)F)c2)C1	-0.4%
CCc1cc(NCCS(=O)(=O)CC)n2nccc2n1	13.8%
CCN(CC)C(=O)c1sc2c(c1C)c(=O)n(-c1ccc(Cl)c(Cl)c1)c(=O)n2Cc1cc(=O)n2ccccc2n1	?
Cc1ccc(CSc2nnc([C@@H](N)C(C)C)o2)cc1	-17.4%
CC(C)c1nc2c(c(-c3ccc(O)cc3)n1)CCN(Cc1cccnc1)CC2	?
COc1ccc(CCn2c(=O)c3ccccc3n(CC(=O)Nc3cccc(C)c3)c2=O)cc1OC	24.0%
Cc1ccc(-c2nc(CNC(=O)[C@@H]3CCCN3)[nH]c2-c2ccccn2)cc1	?
CCCc1cc(N2CCC(NCCOC(C)C)CC2)nc(C)n1	-15.5%
COc1cccc(CCC(=O)N2C[C@@H](Oc3ccccc3)C[C@@H]2C(=O)N2CCOCC2)c1	2.2%
O=C(NCCc1ccccc1)c1ccc2c(c1)N(Cc1ccc(Cl)cc1)C(=O)c1ccccc1S2(=O)=O	?
CN(CCCN1CCOCC1)c1cc(C2CC(N)C2)ncn1 (stereo not drawn)	-4.7%
CCOc1ccc(NC(=O)CSc2nc(=O)[nH]c3c2CCC3)cc1	7.9%
Cc1ccccc1[C@H]1[C@@H](C(=O)NC(CO)CO)C[C@@](C)(C(=O)O)N1C	-0.1%
COc1cccc(-n2c(=O)c3c(C)c(C(=O)N(C)C)sc3n(CC(=O)NCCc3ccc(OC)c(OC)c3)c2=O)c1	-23.1%
COCC1CN(C)CC12CCN(S(=O)(=O)Cc1ccc(F)cc1)CC2 (stereo not drawn)	?
CC(C)(CC(=O)O)CC(=O)N1Cc2[nH]cnc2C[C@H]1c1nc(Cc2ccccc2)no1	5.6%[44.1 µM]
Cc1ccc(N2C(=O)CSC23C(=O)N(CC(=O)NC2CCCCC2)c2ccccc23)cc1C (stereo not drawn)	?
O=C(O)c1ccc(CN2C[C@H](O)C[C@H]2c2nc(-c3ccncc3)no2)cc1	-1.6%[44.1 µM]
CCNC(=O)Nc1ccc(C(C(=O)O)N2CCOCC2)cc1OC (stereo not drawn)	0.1%
COc1ccc(-c2nc(CSc3nnc(C)n4c3cc3oc(C)cc34)c(C)o2)cc1OC	44.6%[activator][5.79 µM]
O=C(c1ccc(C(F)(F)F)cc1)N1CCC2(CC1)CC(=O)N(c1ccccc1)c1ccccc1O2	?
O=C(Cc1ccccc1)N1CCC2(CC(c3cccnc3)=NO2)C1 (stereo not drawn)	11.6%
Cc1cccc(NC(=O)NCCOCCn2c(=O)oc3ccccc32)c1C	21.7%
O=C(NCc1ccccc1)c1ccc2c(c1)n(Cc1ccc(F)cc1)c(=O)c1ccnn12	i
CCn1cc(CN2CCCC(c3nc(-c4cnccn4)no3)CCNC(=O)CC2)cn1 (stereo not drawn)	-16.3%
CN(C)c1ccc(CNC(=O)c2cnc3sc(N4CCCC4)nn3c2=O)cc1	?
CCN(CC)c1ccc(C(=O)N2CCC(c3ccncc3)CC2)cc1	56.6%[activator][5.79 µM]
CNc1cc(C2CC(NS(=O)(=O)c3ccc(F)cc3)C2)nc(COC)n1 (stereo not drawn)	-23.6%
COc1cc(=O)n2c(c1C(=O)Nc1ccc(F)cc1Cl)CCCC2	32.0%[activator]
CC(C)C[C@H](N)C(=O)N1CCC2(CC1)Nc1ccccc1NC2=O	-4.1%
COc1ccc2c(c1)c1c(c(=O)n(Cc3ccccc3)c(=O)n1CC(=O)Nc1c(C)cccc1C)n2C	20.8%
O=C(c1cc(F)ccc1F)N1CCCC(n2cc(-c3nc(C4CC4)no3)nn2)C1 (stereo not drawn)	-18.1%
Cc1c(C)n(Cc2ccccc2)c2ccc(C(=O)N3CCN(c4ccc(F)cc4)CC3)cc12	15.9%
COc1ccc(-c2cc([C@H]3CN4CC[C@H]3C[C@@H]4COC(=O)NC(C)C)n(C)n2)cc1	?
CCCCCn1c(=O)[nH]c2cc(C(=O)N3CCN(c4ccccc4F)CC3)ccc2c1=O	-12.6%
